FXIIa inh mix: blocks human factor XIIa in pooled compound mixtures; P00748; inhibition, % at 5 µM; hit rate 0.2% among 62,000; purified FXIIa, fluorogenic substrate; AID 684;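 further: 0% = enzyme without compound and 100% = no enzyme blank; some results filed as inactive read as strong as hits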
Target sequence (P00748 20-372 limits assumed): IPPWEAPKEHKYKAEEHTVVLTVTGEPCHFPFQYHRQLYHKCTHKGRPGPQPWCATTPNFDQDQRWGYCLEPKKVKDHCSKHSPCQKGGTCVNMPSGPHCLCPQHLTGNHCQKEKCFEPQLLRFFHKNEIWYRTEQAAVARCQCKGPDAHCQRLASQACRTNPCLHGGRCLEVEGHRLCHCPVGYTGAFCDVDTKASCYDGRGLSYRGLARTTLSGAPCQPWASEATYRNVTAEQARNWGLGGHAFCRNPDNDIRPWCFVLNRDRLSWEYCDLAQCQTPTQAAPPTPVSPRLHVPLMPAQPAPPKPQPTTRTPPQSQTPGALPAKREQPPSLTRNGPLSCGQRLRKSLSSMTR
Target sequence (P00748 373-615 limits assumed): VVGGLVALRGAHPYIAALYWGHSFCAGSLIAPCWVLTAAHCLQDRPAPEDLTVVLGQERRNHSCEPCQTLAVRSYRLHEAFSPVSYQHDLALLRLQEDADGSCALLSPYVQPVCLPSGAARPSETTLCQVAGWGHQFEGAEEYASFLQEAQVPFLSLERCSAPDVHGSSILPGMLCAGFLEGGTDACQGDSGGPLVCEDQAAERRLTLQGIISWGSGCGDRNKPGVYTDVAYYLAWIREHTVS
C1s inh: blocks human complement C1s protease activity | purified C1s, fluorogenic AMC substrate, pooled mixtures | mean inhibition % of two 10-compound mixtures (active compounds read high), % at 5 µM (by protocol) | hit rate 0.16% among 62,000 | P09871;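 active means inhibition above 20% in each of the two 10-compound mixture wells holding the compound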;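 further: 0% = enzyme wells lacking compound mixture and 100% = no-enzyme blank wells; some compounds called inactive have numbers as strong as hits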
PKA kinase inh: PKA (human) kinase inhibition | hit rate 0.1% among 65,000 | PKA Kemptide phosphorylation, Kinase-Glo ATP luminescence | AID 524 | inhibition, % at 6 µM | P17612;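 active means inhibition above the screen-wide mean inhibition plus 3 SD, cut at about 21% in these data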; further: many of its hits are not listed in these tables
ROCK2 blocker: ROCK2 (human) kinase inhibition. purified ROCK2, Kinase-Glo ATP depletion luminescence. O75116. inhibition, % at 6 µM. hit rate 0.35% among 60,000;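 active means inhibition above the screen-wide mean inhibition plus 3 SD, cut at about 18% in these data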;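 further: plate controls were DMSO wells for no effect and Y-27632 control wells after no-enzyme background subtraction for full effect; many of its hits are not listed in these tables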
JNK3 inh: JNK3 (human) kinase inhibition. purified JNK3 kinase activity, HTS. hit rate 0.61% among 60,000. inhibition, % at 8 µM. P53779; in the data active means inhibition above about 17%;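 further: 0% = DMSO and 100% = reference inhibitor; many of its hits are not listed in these tables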
Target sequence (P53779 whole entry, looked up): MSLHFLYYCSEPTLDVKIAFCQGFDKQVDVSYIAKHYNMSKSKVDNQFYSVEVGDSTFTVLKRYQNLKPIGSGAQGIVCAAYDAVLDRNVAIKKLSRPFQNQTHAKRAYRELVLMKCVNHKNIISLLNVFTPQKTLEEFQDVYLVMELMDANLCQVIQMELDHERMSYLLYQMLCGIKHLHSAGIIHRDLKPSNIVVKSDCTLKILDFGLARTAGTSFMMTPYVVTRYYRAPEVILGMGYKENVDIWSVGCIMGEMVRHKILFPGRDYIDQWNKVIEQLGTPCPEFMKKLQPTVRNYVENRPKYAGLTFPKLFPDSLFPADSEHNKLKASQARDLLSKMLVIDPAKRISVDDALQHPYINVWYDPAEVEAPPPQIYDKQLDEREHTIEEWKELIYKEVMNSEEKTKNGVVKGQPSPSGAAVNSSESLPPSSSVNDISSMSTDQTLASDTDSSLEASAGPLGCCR
CatS inh: inhibitors of human cathepsin S; P25774; recombinant cathepsin S, AMC dipeptide fluorescence, pooled mixtures; inhibition, %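 (tested at 5 µM per compound within 10-compound mixtures)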; hit rate 0.06% among 62,000; in the data active means inhibition above about 32%, passing the limit was not always enough;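 further: 0% = enzyme without compound and 100% = blank without enzyme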
Cathepsin G inh: inhibitors of human cathepsin G | P08311 | inhibition, % at 5 µM (by protocol) | purified enzyme, AMC-tetrapeptide fluorescence, pooled mixtures | AID 581 | hit rate 0.2% among 62,000;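 active means inhibition above 20% in each of the two mixture wells holding the compound; inactive means inhibition of 20% or less in either well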;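 further: 0% = enzyme control without mixture and 100% = blank lacking enzyme; strong numbers were not always called active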
CatL inh: blocks human cathepsin L protease activity; AID 460; hit rate 0.17% among 58,000; purified cathepsin L, fluorogenic substrate, fluorescence; inhibition, %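 (tested at 10 µM)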; P07711; in the data active means inhibition above about 45%;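 further: 0% = enzyme with no compound and 100% = no enzyme blank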
FXIa inh mix: factor XIa (human) inhibition, mixture screen; P03951; hit rate 0.19% among 62,000; purified FXIa, fluorogenic substrate, pooled mixtures; inhibition, % at 5 µM; AID 680;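 further: each value is inhibition by a whole ten-compound pool holding the compound; 0% = enzyme with no mixture and 100% = wells lacking enzyme; strong numbers were not always called active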
The depositor's hits bear a star; · = not tested or not shown. Unless noted, no stated cut-off is given here; in the data, active means inhibition above about 20% (passing the limit was not always enough); inactive means the rest.

Each structure is followed by: FXIIa inh mix, C1s inh, PKA kinase inh, ROCK2 blocker, JNK3 inh, CatS inh, Cathepsin G inh, CatL inh, FXIa inh mix
C=CCc1ccccc1OCC(O)CN1CCN(Cc2ccc3c(c2)OCO3)CC1 (centres undefined)
→ -4.4, 21.4, -2.4, -1.6, -0.6, 0.6, 15.4, 33.9, 7.8
CC1CN(c2nc3ccccn3c(=O)c2/C=C(\C#N)S(=O)(=O)c2ccccc2)CC(C)O1 (centres undefined)
→ 5.3, -3.0, 1.9, 4.4, -5.7, -6.3, -6.5, 5.0, -0.7
CCCN1C(=O)C(O)(C2CC(=O)CC(C)(C)O2)c2ccccc21 (centres undefined)
→ 22.0*, 1.1, -1.4, 1.4, -4.2, -5.9, 7.7, -5.0, 1.4
Cc1cccc(C)c1NC1=NC2(CCCCC2)N=C(N)N1
→ -21.5, -2.8, 9.6, 3.2, 4.7, -7.6, 10.7, -6.4, 7.1
Cc1cc(C)cc(NC(=O)N2CCC(c3nc4ccccc4o3)CC2)c1
→ 3.4, -3.3, 4.4, 10.5, -0.6, -5.5, 0.6, -1.6, 0.9
CCOc1ccc(C2C(C(=O)OC)=C(C)N=C3SCCC(=O)N32)cc1OCC (centres undefined)
→ 4.3, -40.0, 6.4, 0.3, -3.5, 15.4, -6.3, 17.7, 0.3
O=C(O)C1C(c2ccccc2)C(C(=O)Oc2ccc(O)cc2)C1c1ccccc1 (centres undefined)
→ -2.4, 0.6, -4.6, -2.0, -0.7, -5.1, 0.0, 5.8, 9.4
Cc1ccccc1OCc1nc(-c2ccccc2)no1
→ 3.8, -6.2, -6.0, 0.6, -8.1, 12.8, 3.5, 1.6, 10.5
Cc1ccc(-n2c(N)c(C(=O)N3CCCCC3)sc2=S)cc1
→ 10.4, 17.1, -4.4, -2.3, -2.0, 4.5, 11.9, 26.1, 8.0
CCOc1ccccc1NC(=O)CN(c1ccc(OC)cc1)S(=O)(=O)c1c(C)noc1C
→ -0.8, -103.3, -2.8, -0.7, 0.7, 5.2, -13.0, 9.5, -7.5
Cc1ccc(NC(=O)CCNS(=O)(=O)c2ccc3c(c2)oc(=O)n3C)c(C)c1
→ -3.9, -11.6, -2.5, -1.8, 1.6, 0.7, -0.8, ·, 6.4
CN(C)S(=O)(=O)c1ccc(C(=O)N2CCCC2c2nc3ccccc3s2)cc1 (centres undefined)
→ 9.9, -32.0, -7.0, -7.5, -2.1, 20.7, -10.8, 21.1, 4.9
CC(=O)C1=C(O)C(=O)N(Cc2ccco2)C1c1ccccc1 (centres undefined)
→ 4.6, -31.4, 3.3, 2.0, 1.0, -0.7, 2.5, ·, 7.2
CCOC(=O)COc1nc(N(C)C)nc(N(C)C)n1
→ ·, ·, 7.5, 11.7, -4.7, ·, ·, -7.7, ·
Cc1ccc2nc(-c3ccc(SCC(=O)O)nc3)[nH]c2c1
→ 4.5, 8.4, 5.1, 2.2, 1.2, 15.0, 12.6, 1.6, 3.1
CC(C)c1ccc(Nc2nc(NCc3ccco3)nc(N3CCOCC3)n2)cc1
→ 12.8, 4.3, 2.8, 5.0, 1.9, 5.1, 9.7, 21.7, -1.2
COc1cc(C2NC(=O)NC(O)(C(F)(F)F)C2C(C)=O)cc(OC)c1OC (centres undefined)
→ 0.5, 11.8, 7.8, 5.8, 0.1, 8.9, 11.0, 12.5, 3.6
CCOC(=O)N1CCN(C(=O)c2ccc(CS(=O)(=O)c3ccccc3OC)o2)CC1
→ 4.3, -18.9, 1.0, 0.2, 2.4, 5.5, 9.1, 19.0, 3.5
O=C(CN(Cc1ccccc1F)C(=O)c1ccco1)NCc1ccc(F)cc1
→ 4.0, -30.0, 9.5, -1.2, 6.9, 19.6, -11.5, 12.7, -2.0
Cc1cc(NS(=O)(=O)c2ccc(NC(=O)Cc3cccs3)cc2)no1
→ 3.4, 4.4, -0.4, -1.0, 7.0, 8.6, 9.7, 1.0, 0.1
c1ccc2c(c1)CCN(c1ncnc3c1[nH]c1ccccc13)C2
→ ·, ·, 1.5, -1.9, 1.4, ·, ·, -15.3, ·
COc1ccc(S(=O)(=O)N2CCSC2c2ccc(N)cc2)cc1 (centres undefined)
→ 2.3, 8.8, 0.1, 5.5, 1.2, 1.9, 9.7, 12.0, 0.6
CCOC(=O)CCP(=O)(O)C(O)c1ccc(OC)cc1 (centres undefined)
→ 0.1, 5.7, 6.8, 3.7, 0.2, -0.3, -3.0, 5.1, 1.8
O=C(NC1CCCCC1)N1CCCc2ccccc21
→ 8.9, -28.2, 6.5, 0.4, -5.4, 2.5, -2.3, 10.2, -3.1
CCOC(=O)N1CCC(NC(=O)c2ccc3snnc3c2)CC1
→ 12.0, 9.9, 6.2, 6.8, 0.2, 0.3, 8.9, 10.3, 5.5
O=C(NCCN1CCN(C(=O)c2cccs2)CC1)c1cccs1
→ 6.3, -52.3, 10.3, 9.9, 3.9, -11.6, 0.4, 2.4, -11.1
O=C(c1cccs1)N1CCCC(c2ccccc2)C1 (centres undefined)
→ 13.2, 12.0, -2.5, -2.0, -4.2, -1.0, 9.2, 3.2, 5.5
N#Cc1ccc(-c2ccco2)nc1SCc1ccccc1
→ 2.4, 1.6, -3.6, -0.5, -1.2, 11.0, -0.1, -6.5, 13.2
CC(C)[C@H](NC(=O)OC(C)(C)C)c1nnc(S(=O)(=O)Cc2c(F)cccc2Cl)o1
→ 4.7, 13.0, -5.2, -1.8, -6.8, -3.0, 37.7*, 31.3, 17.5
COc1cccc(C(=O)Cn2c(=N)n(C)c3ccccc32)c1
→ 0.9, 17.0, 5.0, -0.4, -3.2, 0.7, 11.3, -3.8, 6.1

Continued, starting with the last 3 of the part before.
Each structure is followed by: FXIIa inh mix, C1s inh, PKA kinase inh, ROCK2 blocker, JNK3 inh, CatS inh, Cathepsin G inh, CatL inh, FXIa inh mix
N#Cc1ccc(-c2ccco2)nc1SCc1ccccc1
→ 2.4, 1.6, -3.6, -0.5, -1.2, 11.0, -0.1, -6.5, 13.2
CC(C)[C@H](NC(=O)OC(C)(C)C)c1nnc(S(=O)(=O)Cc2c(F)cccc2Cl)o1
→ 4.7, 13.0, -5.2, -1.8, -6.8, -3.0, 37.7*, 31.3, 17.5
COc1cccc(C(=O)Cn2c(=N)n(C)c3ccccc32)c1
→ 0.9, 17.0, 5.0, -0.4, -3.2, 0.7, 11.3, -3.8, 6.1
CC(c1ccccc1)n1cc(C(=O)NCc2ccccn2)nn1 (centres undefined)
→ -17.8, 8.4, 4.7, ·, ·, 4.3, 22.4, 7.9, 9.3
CC(C)C(=O)N=c1sc2cc(F)cc(F)c2n1C
→ 1.9, 12.8, 8.9, 1.0, 0.9, 2.4, 8.4, ·, 9.5
CC(C)(C)OC(=O)N1CCC(C(=O)N2CCCCCC2)CC1
→ -10.2, -7.2, 9.7, 4.8, 4.9, 4.1, 8.1, 7.8, 1.3
Nc1ccc2c(c1)N1CCN=C1S2
→ ·, ·, 4.8, 1.2, 1.1, ·, ·, -12.4, ·
CC(C)CCNC(=O)COc1ccc2c3c(c(=O)oc2c1)CCC3
→ 4.2, -14.9, 1.8, 1.1, 5.9, 1.8, -0.8, -2.2, -5.4
O=C(CC1NC2CCCCC2NC1=O)Nc1cccc(C(F)(F)F)c1 (centres undefined)
→ 3.4, 17.8, -6.8, -2.8, -0.1, -2.4, 13.0, -1.4, 8.5
COc1ccc(NC(=O)CCN2CCC(C)CC2)cc1
→ 0.6, -7.5, ·, ·, ·, 6.6, 8.2, 29.1, -5.4
CCCc1cc(N2CCCC2)n2nc(C)c(-c3ccccc3)c2n1
→ 11.4, -12.7, 10.1, 1.2, -1.7, 16.5, 18.3, -40.3, -2.1
C/C(N)=C(/C#N)C(=O)CSc1nnc(NC(C)C)s1
→ -0.3, 11.8, 5.0, -3.3, 3.2, -5.9, 4.7, -10.6, 7.9
COc1ccc(OC)c(NC(=O)CSc2nnc(CCCO)n2-c2ccccc2)c1
→ 3.3, 12.3, 11.9, 6.2, 1.6, -1.4, 9.2, 6.0, 6.7
O=C(c1cc(C2CC2)on1)N1CCOCC1
→ 3.3, -13.7, 4.8, -10.9, -6.8, 1.0, -3.1, 2.4, -0.8
C=CCSc1nc2sc(C)c(C)c2c(=O)[nH]1
→ 6.6, 0.8, 10.8, 6.9, 8.1, 14.1, 0.6, 14.4, 3.0
O=C(NCc1ccco1)C(c1ccccc1)N(CC1CCCO1)C(=O)Cn1nnc2ccccc21 (centres undefined)
→ 3.6, 0.7, -0.8, 5.3, 2.7, 2.0, -0.5, -14.9, 12.3
COc1cc(OC)cc(C(=O)Nc2ccc(-c3nc4ccccc4o3)cc2)c1
→ 1.6, 0.0, -1.0, 3.2, -1.9, -5.9, 5.6, -5.4, -0.7
Cn1c(CN2CCOCC2)nnc1SCC(=O)Nc1ccc2c(c1)OCCO2
→ -24.0, -56.4, -4.0, -5.4, -2.2, -11.7, -0.5, -3.6, -9.5
COCC(=O)Nc1cccc2ccccc12
→ -15.2, 11.4, 9.3, 10.9, 4.1, 3.5, 6.5, -1.5, 11.4
Cn1c(=O)c2c(nc(NCc3ccc4c(c3)OCO4)n2Cc2ccccc2)n(C)c1=O
→ ·, ·, 0.4, -10.5, -5.4, ·, ·, -20.5, ·
O=C(NCc1ccco1)NC12CC3CC(CC(C3)C1)C2
→ 7.7, 11.0, ·, ·, ·, -1.9, 7.6, 7.6, 6.1
COC(=O)c1ccc(CSc2ncn[nH]2)o1
→ 5.8, -36.7, 8.0, 5.5, -5.9, 7.0, -10.3, -2.7, 1.7
CN1CCN(S(=O)(=O)c2ccc(NC(=O)c3ccc(Br)o3)cc2)CC1
→ 8.0, -8.7, -4.3, -1.9, 3.9, 17.1, -1.0, 13.9, 5.8
CCCc1nc2ccccc2c(=O)n1NC(=O)c1c(O)c2cccc3c2n(c1=O)CCC3
→ -19.0, 11.2, 4.5, 5.3, 5.9, 10.6, 12.3, 12.6, 7.7
COc1cccc(CN2CCCN(S(=O)(=O)c3ccc(Br)cc3)CC2)c1
→ 12.2, -39.8, -1.6, -3.9, -8.3, -9.6, -0.4, -3.8, -2.9
COC(=O)c1c(NC(=O)Cc2cccs2)sc2c1CCCC2
→ 5.4, 17.8, -9.4, -1.5, 0.9, 13.5, 12.4, 1.0, 10.8
Cc1noc(C)c1S(=O)(=O)NCCCN1CCN(Cc2ccccc2)CC1
→ 8.8, -16.6, 4.6, ·, ·, 2.8, -2.7, -4.0, 31.1
CCOC(=O)c1cncc(NC(=O)c2ccccc2)c1
→ 5.0, -12.6, 0.6, -1.9, 12.8, 17.1, 1.1, 0.4, -1.6
CCCCNC(=O)CCSc1nc2nc(C)cc(C)n2n1
→ -17.7, -11.4, 0.8, -10.7, 3.4, 6.3, 9.0, 3.4, 7.2
Cc1cc(C)c(-c2cc(C(=O)Nc3c(C)n(C)n(-c4ccccc4)c3=O)[nH]n2)c(O)c1
→ 1.8, 10.4, -0.1, 1.0, 5.3, -1.5, 11.8, -5.4, 1.2
COc1ccc(C2N(c3cc(Cl)ccc3OC)C(=O)C3CCCN32)c(OC)c1 (centres undefined)
→ -0.1, -47.8, 5.1, 0.9, -1.0, -19.9, -25.2, 10.9, -30.8
CN1/C(=N\O)c2cccc3cccc1c23
→ 13.8, -1.4, 9.7, 37.3*, -1.7, 4.1, 10.0, 0.6, 3.6
Cc1cc(C)nc(SCC(=O)N2CCCCC2)n1
→ 5.5, 11.1, -2.4, 3.2, -3.9, 0.5, 9.4, 9.9, 3.3
CC(C)CNC(=O)c1c(N)n(/N=C/c2ccccn2)c2nc3ccccc3nc12
→ 8.7, -91.6, -2.1, -14.7, 2.0, 4.4, 9.4, 11.4, 0.8
O=C(c1noc2c1CCCC2)N1CCOCC1
→ 5.1, 10.2, 12.6, 3.4, 6.1, -2.1, 8.3, 17.4, 4.1
COc1ccc(OC)c(NC(=O)C2CCCCC2C(=O)O)c1 (centres undefined)
→ 2.4, 4.3, 4.7, 3.0, 0.8, -2.3, 5.8, 21.6, 6.1
O=c1c2ccccc2nc2n1CCN2
→ 9.0, -3.9, -2.2, -3.0, 11.8, 2.0, 0.3, -5.5, 0.8

Assay outcomes (PubChem BioAssay)

Rows were taken by chance; any-hit rate near 1.5%.
